# Screening results from PubChem.
# CHRM1 antagonist = human CHRM1 antagonism; P11229; CHO-K1 hM1, Fluo-8 calcium fluorescence, ACh EC80 antagonist; inhibition, % at 3 µM; hit rate 1.3% among 360,000;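 active means percent inhibition above its own plate's cutoff, namely the mean of that plate's compound wells plus 3 SD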;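 further: peak over basal fluorescence ratio during 140 s after agonist addition; 0% = ACh EC80 plus DMSO and 100% = DMSO alone without agonist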
# TAAR1 agonist = human TAAR1 agonism; Q96RJ0; CHO RD-HGA16 TAAR1, Fluo-8 calcium fluorescence; vehicle wells 0%, saturating PEA agonist 100%; activation, % at 3 µM; hit rate 0.99% among 360,000; AID 624467;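 active means activation above the mean activation of all test compounds in the run plus 3 SD, cut at about 38% in these data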
# Target sequence (Q96RJ0 whole entry, looked up): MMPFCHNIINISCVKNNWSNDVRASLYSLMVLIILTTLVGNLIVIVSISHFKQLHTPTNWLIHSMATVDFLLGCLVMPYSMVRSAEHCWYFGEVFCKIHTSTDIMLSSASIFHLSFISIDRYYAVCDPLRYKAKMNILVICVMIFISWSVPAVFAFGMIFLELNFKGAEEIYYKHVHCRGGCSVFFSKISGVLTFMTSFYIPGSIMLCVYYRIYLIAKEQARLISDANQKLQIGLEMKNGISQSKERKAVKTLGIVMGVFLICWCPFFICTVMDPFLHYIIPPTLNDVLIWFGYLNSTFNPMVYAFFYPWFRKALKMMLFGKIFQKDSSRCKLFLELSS
#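 Test system: RD-HGA16 (CHO) cells co-expressing Gα16 and hTAAR1 | Doses: Single dose, 3 µM | Schedule: 17-24 h seeding, 75 min 37 °C dye, 30 min RT | Evaluation: % activation from peak over basal fluorescence ratio, DMSO-to-PEA scaled | Technique: Kinetic Fluo-8 calcium fluorescence | Benchmarks: Low control DMSO, high control PEA (EC100)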
# CHRM4 agonist = agonists of human muscarinic M4 receptor (CHRM4) | hit rate 0.14% among 360,000 | CHO-K1 hM4/Gqi5, Fluo-8 calcium fluorescence; vehicle 0%, full acetylcholine response 100% | activation, % at 3 µM;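 active means activation above the run mean over all test wells plus 3 SD, cut at about 32% in these data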;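 further: peak over basal fluorescence ratio per well then scaled between controls; 0% = DMSO wells and 100% = acetylcholine at EC100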
# M1 PAM = positive allosteric modulators of human M1 muscarinic receptor | P11229 | hit rate 0.088% among 360,000 | CHO-K1 hM1, Fluo-8 calcium fluorescence, ACh EC20; 0% = ACh EC20, 100% = maximal ACh | activation, % at 3 µM | AID 588819; in the data active means activation above about 19%, passing the limit was not always enough
# CHRM4 antagonist = antagonists of human muscarinic M4 receptor (CHRM4); P08173; CHO-hM4 cells, ACh EC80, Fluo-8 calcium fluorescence; inhibition, % at 3 µM; hit rate 0.73% among 360,000; AID 624125;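 active means inhibition above its plate's cutoff, the mean inhibition of sample wells plus 3 SD, cut at about 27% in these data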;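 further: 0% = acetylcholine EC80 with DMSO and 100% = DMSO without agonist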
# M1 ag = agonists of human M1 muscarinic receptor; P11229; CHO-K1 hM1, Fluo-8 calcium fluorescence, agonist mode; 0% DMSO, 100% acetylcholine EC100; activation, % at 3 µM; hit rate 0.33% among 360,000; AID 588814;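 active means activation above the run's mean compound activation plus 3 SD, cut at about 16% in these data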;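 further: peak over basal fluorescence ratio within a 140 s kinetic read after compound addition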
# CHRM5 antagonist = blocks acetylcholine activation of human M5 receptor; hit rate 0.59% among 360,000; inhibition, % at 3 µM; CHO-hM5 cells, Fluo-8 calcium fluorescence, ACh EC80; P08912;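 active means inhibition above a per-plate cutoff, the mean of that plate's test compounds plus 3 SD, cut at about 27% in these data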;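 further: 0% = acetylcholine EC80 with DMSO and 100% = DMSO without agonist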
# Target sequence (P08912 whole entry, looked up): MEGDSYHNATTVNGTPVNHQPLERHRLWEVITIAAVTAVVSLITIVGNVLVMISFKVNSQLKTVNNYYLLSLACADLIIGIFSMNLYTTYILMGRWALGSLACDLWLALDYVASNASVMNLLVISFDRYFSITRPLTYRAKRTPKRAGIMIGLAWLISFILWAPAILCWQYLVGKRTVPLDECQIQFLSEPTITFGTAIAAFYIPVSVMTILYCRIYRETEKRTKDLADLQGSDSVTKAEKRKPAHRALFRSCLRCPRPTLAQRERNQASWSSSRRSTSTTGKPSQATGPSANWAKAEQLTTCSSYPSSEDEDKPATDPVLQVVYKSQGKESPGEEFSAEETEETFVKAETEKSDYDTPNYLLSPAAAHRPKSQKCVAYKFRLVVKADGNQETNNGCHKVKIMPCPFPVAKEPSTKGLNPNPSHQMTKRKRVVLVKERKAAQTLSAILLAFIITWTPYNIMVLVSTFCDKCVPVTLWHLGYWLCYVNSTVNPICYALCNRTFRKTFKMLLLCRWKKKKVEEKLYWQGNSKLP
# M5 PAM = potentiates acetylcholine response at human M5 receptor. P08912. CHO-K1 hM5, Fluo-8 calcium, ACh EC20 PAM; 0% = ACh EC20, 100% = ACh EC100. activation, % at 3 µM. hit rate 0.3% among 360,000. AID 624038;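 active means activation above the run cutoff, the mean activation of all test compounds plus 3 SD, cut at about 18% in these data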
#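 System: CHO-K1 cell line with stable human muscarinic M5 receptor expression | Also added: EC20 acetylcholine as agonist stimulus | Compound: One concentration, 3 µM final (nominal) | Timing: Fluo-8 loading 80 min at 37 °C plus 30 min room temperature | Measured by: Fluo-8 calcium dye fluorescence, kinetic read | Read-out basis: % activation, ACh-normalized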
# CHRM5 agonist = agonists of human muscarinic M5 receptor (CHRM5); activation, % at 3 µM; hit rate 0.19% among 360,000; AID 624037; CHO-K1 hM5 cells, Fluo-8 calcium fluorescence; 0% DMSO wells, 100% maximal acetylcholine response; P08912;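 active means activation above the run's mean over test compounds plus 3 SD, cut at about 23% in these data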;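 further: signal is peak over basal fluorescence ratio across the kinetic read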
# An asterisk follows results filed as active; / = no result given.
SMILES,CHRM1 antagonist,TAAR1 agonist,CHRM4 agonist,M1 PAM,CHRM4 antagonist,M1 ag,CHRM5 antagonist,M5 PAM,CHRM5 agonist
COc1ccccc1-c1cn[nH]c1-c1ccc(OCc2ccccc2F)cc1O,0,5,-1,-2,-4,-4,2,-8,0
COc1ccc2c(c1)c(/C=N/Nc1nc3ccccc3[nH]1)c(C)n2C,-21,1,1,12,4,-7,2,6,-8
CC(Sc1ccccc1)C(=O)Nc1ccc(S(=O)(=O)N2CCOCC2)cc1 (centres undefined),-13,35,7,-1,3,3,5,-7,4
Cc1cccc(NC(=O)CCNC(=O)c2ccccc2)c1,-11,-2,2,9,1,-2,1,1,1
COC(=O)c1ccccc1COc1cccn2c(N(C)CC3CC3)c(C)nc12,11,2,7,-17,8,-3,14,-16,1
CCOC(=O)c1cccc(NC(=O)C2CCN(S(=O)(=O)c3cnc[nH]3)CC2)c1,18,0,13,-7,0,0,10,-13,5
CCOc1ccc(CN(C(=O)c2ccco2)C2CCS(=O)(=O)C2)cc1 (centres undefined),-8,7,0,6,-4,2,-8,1,1
CCCCc1nc2cc(C(=O)N3CCCCC3CC(=O)OCC)ccc2o1 (centres undefined),13,-1,1,2,3,-4,6,-2,-4
CC(C)c1ccc(CNc2nc3nc4c(c(=O)n3[nH]2)CCC4)cc1,-5,7,2,12,5,-4,-3,5,-2
CCN(CC)C(=O)Cn1cc(C(=O)C(=O)NCc2cccnc2)c2ccccc21,0,1,0,4,5,5,4,-1,-3
Cc1oc(=O)c(NC(=O)c2ccccc2)cc1C(N)=O,-1,5,7,3,-4,-5,-7,-1,0
COc1ccc(CCNC(=O)c2cc3ccccn3n2)c(OC)c1OC,-11,11,3,5,3,1,-3,-2,3
COc1cc(-c2nc(CN3CCCCC3CCNC(C)=O)c(C)o2)ccc1F (centres undefined),-11,2,0,18,-9,-4,11,0,-3
COC(=O)C1Cc2c([nH]c3ccccc23)CN1 (centres undefined),-8,18,2,7,8,-2,-3,-2,0
Cn1c(N)c(C(=O)COC(=O)c2nc(Cl)ccc2Cl)c(=O)n(C)c1=O,-2,9,4,2,-11,1,5,6,7
FC(F)(F)c1ccc(C2Nc3cccc4cccc(c34)N2)cc1,-1,0,-1,2,4,-4,11,-6,1
COCc1cc(C)nc(SCC(=O)N2CCC(C)CC2)c1C#N,2,5,0,0,11,-7,-2,-8,-4
Cc1cccc(NC(=O)CNC(=O)c2cccs2)n1,-12,1,0,16,5,6,4,0,1
CC(=O)Nc1ccc(S(=O)(=O)Nc2nc3n(n2)C(c2ccccc2)CC(=O)N3)cc1 (centres undefined),-11,5,0,0,-11,-3,-2,-2,0
COCCN(Cc1cc2cc3c(cc2nc1Cl)OCO3)C(=O)c1cccc(C)c1,7,3,/,-6,2,4,0,-10,10
CC(Sc1ccc(Br)cc1)C(N)=O (centres undefined),-6,0,0,2,3,-3,-6,0,-4
CCn1cc(CN2CCc3c([nH]c4ccccc34)C2c2cccc(OC)c2)c(C)n1 (centres undefined),1,5,7,-7,3,-12,12,-6,-3
Cc1cc(C)n2c(NC3CCCCC3)c(-c3ccccn3)nc2n1,/,0,0,/,16,/,10,-4,1
CCOc1ccc(CN2CCC(n3nccc3NC(=O)CCCc3ccccc3)CC2)cc1,-11,4,6,15,-14,1,-3,-1,-6
Cc1ccc(-n2ncc3c(SCC(=O)NNC(=O)c4ccco4)ncnc32)cc1,9,0,2,4,-5,-13,-1,6,-1
O=C(NC1CCCCCC1)C1CCN(C(=O)Cc2ccccc2)CC1,15,0,1,-4,0,0,4,-4,0
Cc1ccc(C(=O)O/N=C(\N)c2ccc(Br)cc2)cc1,7,-1,1,-4,2,-3,-5,2,-2
O=C(CCC1CCCN(C(=O)c2ccsc2)C1)NCc1ccc(F)c(F)c1 (centres undefined),-8,-2,0,5,3,-6,7,-1,0
Cc1ccc(SCC(=O)Nc2c(Br)cnn2C)cc1,-4,3,8,2,3,2,7,-8,7
O=S(=O)(NC(=NC1CCCCC1)c1ccccc1F)c1ccccc1,-8,1,0,9,4,-8,14,-1,-5
NCCCC[C@H]1CNC(=S)N1CC1(c2ccccc2)CC1,10,12,0,-8,-4,-9,8,-17,-12
COc1ccccc1CCN1CCCC(CN(C)Cc2ccc(OCCO)cc2)C1 (centres undefined),11,1,0,-15,1,-8,-11,-9,-19
COC(=O)c1ccc(NC(=O)c2ccc(NC(=O)C3CCCO3)cc2)cc1 (centres undefined),-10,7,10,3,1,-1,4,-5,2
Cc1ccc(NC(=O)[C@@H](C)NC(=O)[C@@H]2Cc3ccccc3CN2)cc1,2,2,-1,-1,-9,-6,7,1,-5
Cc1cccc(C(=O)NCCCN(C)CCCNC(=O)c2cccc(C)c2)c1,-12,3,0,3,-12,-9,11,2,-8
Cc1ccc2nc(SCC(=O)N(CC(C)C)c3c(N)n(CC(C)C)c(=O)[nH]c3=O)[nH]c2c1,1,8,0,-2,2,-3,3,2,-4
CCSc1nc(C)c(C(C)=O)cc1C#N,-3,2,0,3,-9,-4,4,-9,-1
COc1ccc(NC(=S)NCCN2CCOCC2)cc1,-4,5,0,4,3,-4,1,1,-2
COc1ccc(-c2[nH]ncc2CN(CC2CCC(=O)N2)C(C)C)cc1F (centres undefined),-1,0,1,-1,-2,-4,16,-12,-1
COCCCNC(=O)NC(=O)c1ccccc1,-7,1,2,1,-17,-3,0,-2,1

# Only CHRM5 antagonist, CHRM1 antagonist and M1 ag, for 2 of the compounds above:
SMILES	CHRM5 antagonist	CHRM1 antagonist	M1 ag
COCCN(Cc1cc2cc3c(cc2nc1Cl)OCO3)C(=O)c1cccc(C)c1	0	7	4
CC(Sc1ccc(Br)cc1)C(N)=O (centres undefined)	-6	-6	-3

# Given field by field: entries from further up
O=C(CCC1CCCN(C(=O)c2ccsc2)C1)NCc1ccc(F)c(F)c1 (centres undefined)
  CHRM1 antagonist: -8; TAAR1 agonist: -2; CHRM4 agonist: 0; M1 PAM: 5; CHRM4 antagonist: 3; M1 ag: -6; CHRM5 antagonist: 7; M5 PAM: -1; CHRM5 agonist: 0

COc1ccccc1CCN1CCCC(CN(C)Cc2ccc(OCCO)cc2)C1 (centres undefined)
  CHRM1 antagonist: 11; TAAR1 agonist: 1; CHRM4 agonist: 0; M1 PAM: -15; CHRM4 antagonist: 1; M1 ag: -8; CHRM5 antagonist: -11; M5 PAM: -9; CHRM5 agonist: -19

# Next compounds:
SMILES,CHRM1 antagonist,TAAR1 agonist,CHRM4 agonist,M1 PAM,CHRM4 antagonist,M1 ag,CHRM5 antagonist,M5 PAM,CHRM5 agonist
CC(OC(=O)c1cccc(S(=O)(=O)N2CCCCC2)c1)C(=O)NCC1CCCCC1 (centres undefined),-5,0,2,3,-7,-3,3,0,1
COc1ccc([C@@H]2[C@@H]3C(=O)N(C(C)(C)C)C(=O)[C@@H]3[C@]3(Cc4ccc(Cl)cc4)C(=O)N(c4cccc(C)c4)C(=O)N23)cc1,-4,8,1,8,0,-2,-1,7,4
COc1ccc(NC(=O)C23CCC(C)(C(=O)C2)C3(C)C)cc1 (centres undefined),-7,1,1,7,11,-3,5,-4,1
O=C(CSC1=NS(=O)(=O)c2cc(F)ccc2N1)NCc1ccccc1,-13,2,0,12,-13,2,-2,-1,1
Nn1c(SCc2ccccc2)nc2c(cnn2-c2ccccc2)c1=O,-6,5,2,8,7,-10,8,-4,-5
COc1cc(OC)cc(C(=O)NCCN2CCOCC2)c1,-8,1,0,9,-7,-1,-13,8,0
CC(CCc1ccccc1)NC(=O)CCc1cn(C)c2ccccc12 (centres undefined),1,-1,-1,2,-4,-5,8,1,-6
COc1ccc2c(c1)C(SCC(=O)NCCc1ccccc1)CC(C)(C)O2 (centres undefined),-12,68*,3,12,-1,1,12,-12,2
Cn1c(=O)c(C(=O)NCCCc2ccccc2)c(O)c2ccccc21,-19,-1,0,11,2,-4,7,-1,-2
O=C(Nc1c(C(=O)N2CCCCC2)cnn1-c1ccccc1)c1ccccc1,0,0,1,-1,-28,-5,-3,-6,0
CSc1ccccc1OCc1cc(C(=O)NCCN2CCCc3ccccc32)no1,-5,0,5,-1,2,-5,6,-7,-6
Cc1cc(C(F)(F)F)nc(SCCN2CCOCC2)c1C#N,-12,0,2,10,-2,-4,15,-4,0
Cc1ccc(NC(=O)CN2C(=O)CSC2=O)cc1,-3,3,0,4,5,-3,6,0,1
O=C(NCc1ccccc1Cl)C1CCCN(S(=O)(=O)c2cnc[nH]2)C1 (centres undefined),-10,4,0,4,-14,-2,-1,1,3
Nc1ccn([C@@H]2O[C@H](C(=O)N[C@H](CO)c3ccccc3)[C@@H](O)[C@H]2O)c(=O)n1,-34,4,1,6,-14,0,4,11,4
Cc1cc(C(=O)O)cc(S(=O)(=O)N2CCOCC2)c1C,-3,4,0,7,3,-3,-10,1,0
O=C1NCCN1c1ccccc1,-13,3,0,7,2,0,11,-7,1
CC(NC(=O)c1c(Cl)cnn1C)C1CCCO1 (centres undefined),-4,3,1,4,-5,-3,5,-2,3
CNC(=O)c1ccc(NC(=O)C2CCN(c3ncnc4sc(C)c(C)c34)CC2)cc1,-3,4,72*,-3,70*,1,19,-12,-1
COCCNc1nc2ccccc2nc1NS(=O)(=O)c1ccc(C)cc1C,9,-4,0,1,10,-4,3,-7,-6
COc1ccc(NC(=O)c2cc(=O)c3ccccc3o2)cc1Cl,-14,2,6,9,18,-5,21,12,0
CCC(C(=O)O)n1nc(-c2ccccc2)c2cc(Cl)ccc21 (centres undefined),0,-1,0,4,-2,-2,11,-4,-1
C#CC(CO)N(CCN(Cc1ccccc1)C(C#C)CO)Cc1ccccc1 (centres undefined),-8,2,0,6,-9,-4,-13,0,-4
CCCc1cc(=O)[nH]c(SCc2cc(C(=O)OC)c(C)o2)n1,-13,16,-1,4,4,-4,-1,5,-1
CCOC(=O)c1cc(NC(=O)COc2ccc([N+](=O)[O-])cc2)cc(C(=O)OCC)c1,-4,4,1,3,0,-2,3,0,-1
CNC(=O)c1[nH]cnc1C(=O)Nc1ccccc1,-5,2,1,6,-1,-5,6,-1,0
NC(=O)C1CCN(c2cc(N3CCOCC3)ccc2[N+](=O)[O-])CC1,3,11,1,3,-14,0,8,4,4
COc1ccc(S(=O)(=O)c2c(O)c3ccc(C(=O)Nc4ccccc4F)cc3[nH]c2=O)cc1,-14,2,0,16,1,-1,8,-1,-3
CCN(CC)C(=O)C1CCCN(c2ncnc3c2cnn3-c2ccc(Cl)cc2)C1 (centres undefined),-13,-1,4,17,-7,-1,0,0,-1
CCCCC[n+]1ccn(C2=C([O-])c3ccccc3C(=O)/C2=N\S(=O)(=O)c2ccc(Br)cc2)c1,3,0,1,-6,4,-8,5,1,-1
COc1cccc(OC)c1OCCNC(C)(C)C,-14,1,1,11,-10,-4,-2,2,-3
Cc1c(NC(=O)c2cccc(NC(=O)COc3ccccc3C#N)c2)c(=O)n(-c2ccccc2)n1C,-4,7,19,12,-21,8,10,-18,2

# With a hit mark in CHRM4 antagonist, of those listed so far:
compound | CHRM1 antagonist | CHRM4 agonist | M1 PAM | CHRM4 antagonist | M1 ag | CHRM5 antagonist | CHRM5 agonist
CNC(=O)c1ccc(NC(=O)C2CCN(c3ncnc4sc(C)c(C)c34)CC2)cc1 | -3 | 72* | -3 | 70* | 1 | 19 | -1

# Only part of the results is shown; rates above refer to the full screens.
